NCI-60 one-dose screen, 48 h, at 10 µM unless noted. Numbers give growth in % (100 = growth as untreated, 0 = no growth, -100 = all killed).
HOP-62: HOP-62 NSCLC; 80,000 tested, 3.9% active
MDA-MB-435: MDA-MB-435 melanoma; 82,000 tested, 7.8% active; AID 1794794
MDA-MB-468: MDA-MB-468 breast cancer; 78,000 tested, 8.5% active; AID 2202374
CCRF-CEM: CCRF-CEM leukemia | 77,000 tested, 7% active | AID 1794778
MOLT-4: MOLT-4 leukemia cells | 80,000 tested, 6.9% active
K-562: K-562 leukemia; 78,000 tested, 7.4% active; AID 1794777
RPMI-8226: RPMI-8226 leukemia cells; 77,000 tested, 7.5% active; AID 1794781
SR: SR leukemia cells. 73,000 tested, 8.7% active. AID 1794780
Active calls of the source: *; . = not tested or not shown; & = joins results of further samples. The calls were made as follows: active = growth percent below 10; inactive = the rest.

SMILES	HOP-62	MDA-MB-435	MDA-MB-468	CCRF-CEM	MOLT-4	K-562	RPMI-8226	SR
Cc1ccc(C(SCC(N)C(=O)O)(c2ccccc2)c2ccc(C)cc2)cc1 (centres undefined)	32	-23*	-1.7*	6.3*	14	.	.	-30*
N#Cc1c(-c2ccc(Cl)cc2)nc(SCC(=O)NNc2ncnc3ccccc23)n(Cc2ccccc2)c1=O	99	105	105	97	102	102	97	103
CCn1c(Sc2nnc(/N=C3\NC(=O)CS3)s2)nc2c1c(=O)n(C)c(=O)n2C	101	106	100	113	108	109	106	115
COc1ccc(-c2nc3ncccn3c2-c2nc3ccc(Br)cc3[nH]2)cc1	99	68	76	.	.	64	61	61
NC(=O)c1nnsc1-c1ccco1	104	88	93	99	110	110	105	119
CCC1(CCC(C)C)SC(N)=NC1=O (centres undefined)	109&97	101&100	100&105	98&100	97&96	107&99	104	68&95
O=C1OCC/C1=C\c1ccc([N+](=O)[O-])cc1	100	107	110	101	98	96	.	82
CSc1nc2c(c(=O)n1C)C(c1ccc(Cl)cc1)C1=C(N2)/C(=C/c2ccc(Cl)cc2)CCC1 (centres undefined)	114	100	102	78	88	.	96	92
Cc1ccc(=O)[nH]n1	92&110	113&113	104&103	100&107	101&105	97&100	108	93&99
Clc1ccc(-c2cc(-c3ccc4c(c3)OCO4)n3c(n2)nc2ccccc23)cc1	104	88	68	89	73	79	84	.
COc1ccc(/C=N/S(=O)(=O)O)cc1	82	106	91	90	.	121	107	126
COc1cc(C2C(C(=O)OC/C=C/c3ccc4c(c3)OCO4)C(c3cc(OC)c(OC)c(OC)c3)C2C(=O)OC/C=C/c2ccc3c(c2)OCO3)cc(OC)c1OC (centres undefined)	103	121	93	106	100	100	.	101
COC1/C=C/OC2(C)Oc3c(C)c(O)c4c(O)c(c(/C=N/Nc5ccc([N+](=O)[O-])cc5[N+](=O)[O-])c(O)c4c3C2=O)NC(=O)C(C)=C/C=C/C(C)C(O)C(C)C(O)C(C)C(OC(C)=O)C1C (centres undefined)	42	3.5*	-55*	6.2*	0.4*	4.8*	7.7*	7.0*
O=S(=O)(O)C1(O)CCCCC1	82	89	.	93	88	85	82	83
O=C1Nc2cc(-c3ccncc3)ccc2/C1=C/c1ccc[nH]1	105	100	-16*	104	96	98	82	15
O=CN1N=C(c2ccc(Cl)cc2)CC1c1sc(N2CCOCC2)nc1Cl (centres undefined)	90	92	57	97	74	66	79	75
N=C(N)SC/C=C/CSC(=N)N	109	98	118	93	98	92	98	97
COc1cc(Cn2c(SCC(=O)Nc3ccc(Cl)cc3)nc3ccccc3c2=O)cc(OC)c1OC	54	70	47	83	46	46	29	47
CC(C)c1ccc(CN(C)C)c(O)c1C(C)(C)C	100	.	116	.	98	92	.	90
COc1cccc2nc(Nc3ccc(NC(=O)c4cccc(Cl)n4)cc3)ccc12	96	102	118	103	96	107	114	105
COc1ccc(C(=S)N2CCOCC2)cc1	112	105	104	98	100	102	100	.
CCOC(C)CCCS(=O)(=O)O (centres undefined)	100	104	100	96	91	112	86	87
CCNC(=S)NC1CCCCCCCCCCC1	119	86	69	.	63	77	71	.
CCc1c(C)c2cc(N=C3NC(=O)CS3)c(O)c(C)c2oc1=O	97	112	101	88	111	116	101	105
CC(C)c1ccc(Cn2nc(Nc3ccc(Cl)c(Cl)c3)nc2N)cc1	94	89	79	88	69	51	84	96
N#Cc1ccc(-c2nn(-c3ccc(C(=O)O)cc3)cc2CNc2cc(Cl)cc(C(F)(F)F)c2)cc1	6.0*	9.7*	-14*	5.2*	6.3*	19	1.0*	1.7*
COc1ccc(-c2c(NC(=O)Nc3ccc(Cl)c(C(F)(F)F)c3)cnn2-c2ccc(S(N)(=O)=O)cc2)cc1	53	24	27	8.9*	1.8*	12	20	7.4*
Cc1ccc2ccc(C#N)cc2c1O	101	108	90	104	108	112	104	114
C=C(C[n+]1ccccc1)[C@@H]1CC[C@]2(COC(C)=O)CC[C@]3(C)[C@H](CC[C@@H]4[C@@]5(C)CC[C@H](O)C(C)(C)[C@@H]5CC[C@]43C)[C@@H]12	106	96	79	97	102	85	81	100
NC1=NC2(Cc3ccccc3C2=O)n2c(nc3ccccc32)N1 (centres undefined)	109	107	89	99	99	95	85	.
CC(C)CC(CC(C)C)NCC(C)OC(=O)c1ccc(N)cc1 (centres undefined)	120	104	101	95	88	90	91	.
CC(O)C(F)(F)C(F)(F)C(F)(F)F (centres undefined)	104	110	96	108	96	111	128	98
COc1ccc(-c2nn(-c3cccc(Cl)c3)cc2-c2cc(-c3ccc(Br)cc3)[nH]c(=O)c2C#N)cc1	94	94	75	75	76	82	75	36
COc1cc(CNC(=O)C[C@H](C)CCC=C(C)C)ccc1OCc1cn(-c2ccc(Br)cc2)nn1	65	98	47	61	70	66	69	64
NS(=O)(=O)Oc1ccc(NC(=O)C23CC4CC(CC(C4)C2)C3)cc1F	97	97	103	92	89	94	.	91
Cc1ccc2[nH]c(O)c(N=Nc3nc(Nc4ccccc4)nc(Nc4ccc(S(N)(=O)=O)cc4)n3)c2c1	89	70	55	26	42	43	43	33
COc1ccc(/C(C)=N/N=C2C(=O)Nc3c(F)cccc32)cc1S(N)(=O)=O	93	105	86	86	89	100	90	87
NC(=S)N=Nc1ccc(O)c2c(O)ccc(O)c12	87	111	88	89	66	82	88	60
c1ccc(-c2n(Cc3ccc4ccccc4n3)cc[n+]2Cc2ccc3ccccc3c2)cc1	17	2.1*	-34*	4.0*	2.4*	5.0*	-2.6*	-27*
O=c1[nH]c2ccc(Br)cc2c(=O)o1	98	103	106	101	89	109	98	80
CCC(C(=O)O)N1C(=O)/C(=C/c2ccc(O)c(O)c2)SC1=S (centres undefined)	96	101	105	106	104	102	105	100
Cc1ncc(-c2ccc([N+](=O)[O-])cc2)o1	103	106	108	89	96	96	83	117
O=C(c1ccccc1)n1ccc(-c2cc3cc(Br)ccc3oc2=O)n1	20	49	-26*	4.7*	15	20	25	.
Cc1ccccc1-c1csc(N)n1	95	.	112	125	87	87	127	95
COc1ccc(-c2csc(NC(=O)CSc3nc(-c4ccccc4)cc(=O)[nH]3)n2)cc1	51	50	15	58	14	43	42	61

2 compounds drawn at random from the list so far, as already listed:
SMILES	HOP-62	MDA-MB-435	MDA-MB-468	CCRF-CEM	MOLT-4	K-562	RPMI-8226	SR
COc1ccc(-c2nn(-c3cccc(Cl)c3)cc2-c2cc(-c3ccc(Br)cc3)[nH]c(=O)c2C#N)cc1	94	94	75	75	76	82	75	36
CC(O)C(F)(F)C(F)(F)C(F)(F)F (centres undefined)	104	110	96	108	96	111	128	98

The listing continues.
SMILES	HOP-62	MDA-MB-435	MDA-MB-468	CCRF-CEM	MOLT-4	K-562	RPMI-8226	SR
COc1ccc(/C=C2\N=C3N(c4ccccc4)C(C(OC(C)=O)C(OC(C)=O)C(OC(C)=O)C(COC(C)=O)OC(C)=O)N(C(C)=O)N3C2=O)cc1 (centres undefined)	98	90	97	60	62	61	46	67
Fc1ccc2nncc(SCc3ccccc3Cl)c2c1	101	110	79	98	94	100	99	109
CN1CCCC1=Nc1ccccc1	103	.	107	105	101	100	107	92
COC(=O)[C@@H]1CC[C@@H](C)c2ccc(C)nc2C1	105	101	95	108	108	114	105	115
O=C1CSc2ccc3nsnc3c2N1	113	95	98	106	97	92	99	89
C/C(=N\NC(=O)c1ccncc1)c1ccc(Cl)cc1Cl	111	108	104	97	100	99	94	.
C(#Cc1ccccc1)c1ccccc1	96	104	106	.	95	98	.	100
O=C1O[C@H]([C@H](O)CO)C(O)=C1O	107	106	90	109	107	107	99	.
O=S(=O)(Nc1ccccc1Nc1ccccc1)c1ccccc1Cl	100	103	86	101	82	74	101	89
NC(N)=Nc1ccc(Oc2cccc(NC(N)=Nc3ccc(Cl)c(C(F)(F)F)c3)c2)cn1	52	46	6.7*	24	24	20	28	-16*
CCCCNc1nc(NN2C(=O)c3cccc4cccc(c34)C2=O)nc(-n2cnc3ccccc32)n1	97	99	93	96	77	34	87	.
O=C(CCc1nnc2sc(CS)nn12)c1nc2ccccc2[nH]1	96	104	112	103	102	.	113	.
O=C(O)Cc1ccc(SSc2ccc(CC(=O)O)cc2)cc1	100	101	105	97	105	121	93	96
O=C(O)CCNC(=O)c1ccc(N=Nc2ccc(O)c(C(=O)O)c2)cc1	100	105	100	107	93	104	99	98
Nc1ncnc2c1ncn2C1OC(COC(c2ccccc2)(c2ccccc2)c2ccccc2)C(O)C1O (centres undefined)	95	100	89	46	79	82	82	90

Part of the list above in order of heavy-atom count, smallest number first.
SMILES	HOP-62	MDA-MB-435	MDA-MB-468	CCRF-CEM	MOLT-4	K-562	RPMI-8226	SR
O=C1O[C@H]([C@H](O)CO)C(O)=C1O	107	106	90	109	107	107	99	.
CN1CCCC1=Nc1ccccc1	103	.	107	105	101	100	107	92
C(#Cc1ccccc1)c1ccccc1	96	104	106	.	95	98	.	100
Cc1ncc(-c2ccc([N+](=O)[O-])cc2)o1	103	106	108	89	96	96	83	117
COC(=O)[C@@H]1CC[C@@H](C)c2ccc(C)nc2C1	105	101	95	108	108	114	105	115
C/C(=N\NC(=O)c1ccncc1)c1ccc(Cl)cc1Cl	111	108	104	97	100	99	94	.
O=C(O)Cc1ccc(SSc2ccc(CC(=O)O)cc2)cc1	100	101	105	97	105	121	93	96
O=C(CCc1nnc2sc(CS)nn12)c1nc2ccccc2[nH]1	96	104	112	103	102	.	113	.
O=S(=O)(Nc1ccccc1Nc1ccccc1)c1ccccc1Cl	100	103	86	101	82	74	101	89
O=C(c1ccccc1)n1ccc(-c2cc3cc(Br)ccc3oc2=O)n1	20	49	-26*	4.7*	15	20	25	.
O=C(O)CCNC(=O)c1ccc(N=Nc2ccc(O)c(C(=O)O)c2)cc1	100	105	100	107	93	104	99	98
COc1ccc(-c2csc(NC(=O)CSc3nc(-c4ccccc4)cc(=O)[nH]3)n2)cc1	51	50	15	58	14	43	42	61
NC(N)=Nc1ccc(Oc2cccc(NC(N)=Nc3ccc(Cl)c(C(F)(F)F)c3)c2)cn1	52	46	6.7*	24	24	20	28	-16*
CCCCNc1nc(NN2C(=O)c3cccc4cccc(c34)C2=O)nc(-n2cnc3ccccc32)n1	97	99	93	96	77	34	87	.
Nc1ncnc2c1ncn2C1OC(COC(c2ccccc2)(c2ccccc2)c2ccccc2)C(O)C1O (centres undefined)	95	100	89	46	79	82	82	90
COc1ccc(/C=C2\N=C3N(c4ccccc4)C(C(OC(C)=O)C(OC(C)=O)C(OC(C)=O)C(COC(C)=O)OC(C)=O)N(C(C)=O)N3C2=O)cc1 (centres undefined)	98	90	97	60	62	61	46	67

Further entries follow:
SMILES	HOP-62	MDA-MB-435	MDA-MB-468	CCRF-CEM	MOLT-4	K-562	RPMI-8226	SR
O=C1c2cccnc2C(=O)c2c1c(C(=O)NCCCc1ccccc1)c1ccccn21	65	80	88	68	82	83	77	41
CCOc1ccc2nc3cc(N)ccc3c(N)c2c1	27&23	98&92	-33*	54&68	25&35	58&113	86&113	.
O=C1N(CCO)C=C(S(=O)(=O)c2ccccc2)C2=NCCCN12	104	98	102	105	97	114	101	114
O=c1[nH]c2cc(Cl)c(Cl)cc2o1	97	103	111	118	106	102	111	126
CNC(=O)Nc1ccncc1	82	107	101	94	139	.	129	169

Compound activity (PubChem)

Random draw from the library; about 15% have a hit in one of these screens.
